# Screening results: PubChem BioAssay, several laboratories
# CR mimetic SO: yeast age-related superoxide inhibition as caloric restriction mimetic; S. cerevisiae aged cells, superoxide DHE fluorescence; active compounds read low; superoxide response (% of plate mean), % at 10 µM; 330,000 tested, 0.18% active; AID 2690;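 active = superoxide response under a set limit, about three screen SD below normal, cut at about 65% in these data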;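 also: yeast aged for seven days with compound at 30 °C before DHE staining; 100% = average MFI of all compound-treated wells on the plate with controls excluded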
# AHR act: human AHR activation | AHR-responsive luciferase reporter cells, luminescence | activation, % at 5 µM | 320,000 tested, 2.5% active; in the data active = activation above about 47%;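 also: 0% = vehicle wells and 100% = reference agonist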
# Target sequence (P35869 whole entry, looked up): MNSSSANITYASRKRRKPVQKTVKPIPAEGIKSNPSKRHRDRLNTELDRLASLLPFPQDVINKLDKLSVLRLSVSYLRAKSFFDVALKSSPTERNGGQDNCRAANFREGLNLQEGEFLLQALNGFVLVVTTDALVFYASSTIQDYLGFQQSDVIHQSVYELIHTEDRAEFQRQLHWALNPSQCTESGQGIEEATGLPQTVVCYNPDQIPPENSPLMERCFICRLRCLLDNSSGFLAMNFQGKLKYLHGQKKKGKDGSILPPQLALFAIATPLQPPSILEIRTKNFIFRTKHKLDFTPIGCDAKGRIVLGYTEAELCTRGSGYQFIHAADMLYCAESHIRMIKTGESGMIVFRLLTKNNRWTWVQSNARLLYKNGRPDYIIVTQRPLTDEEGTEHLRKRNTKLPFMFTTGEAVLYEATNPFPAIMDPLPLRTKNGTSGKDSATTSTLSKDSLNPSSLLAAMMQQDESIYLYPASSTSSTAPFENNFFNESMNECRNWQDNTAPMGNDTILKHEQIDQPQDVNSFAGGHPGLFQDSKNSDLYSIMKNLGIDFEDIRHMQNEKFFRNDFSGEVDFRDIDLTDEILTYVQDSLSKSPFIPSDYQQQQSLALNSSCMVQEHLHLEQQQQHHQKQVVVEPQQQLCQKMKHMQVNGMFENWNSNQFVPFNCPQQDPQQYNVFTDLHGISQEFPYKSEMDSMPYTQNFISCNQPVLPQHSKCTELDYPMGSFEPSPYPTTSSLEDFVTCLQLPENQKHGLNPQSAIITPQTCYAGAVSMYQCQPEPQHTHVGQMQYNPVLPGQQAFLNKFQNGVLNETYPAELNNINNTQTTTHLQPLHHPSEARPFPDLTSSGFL
# Efflux pump mplx: blocks antifungal efflux pumps in multiplex yeast assay. S. cerevisiae Candida pump triplex, Nile Red efflux. inhibition, % at 10 µM. 330,000 tested, 0.44% active. AID 485275;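 active = plate passing quality check with inhibition over a set limit, or well fluorescence over plate mean plus 4 SD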;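 also: Nile Red retained in pooled yeast measured as flow cytometry median fluorescence; 0% = buffer negative control and 100% = Enniatin B positive control; higher means more Nile Red kept so more efflux inhibition; some compounds called inactive have numbers as strong as hits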
# AGP1 TOR yeast: yeast TOR pathway AGP1-GFP modulation; AID 2066; 320,000 tested, 0.02% active; GFP response vs DMSO, % at 10 µM; S. cerevisiae AGP1-GFP multiplex flow cytometry, 3 h; GFP as percent of DMSO wells;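 active = GFP response relative to DMSO above a set limit, near screen average plus 3 SD, cut at about 150% in these data; inconclusive = fewer than 70 cells counted for the yeast strain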;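 also: median GFP channel fluorescence of the gated AGP1 strain per well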
# LAP4-GFP MLPCN: yeast TOR pathway LAP4-GFP modulation; S. cerevisiae LAP4-GFP multiplex, flow cytometry GFP, 3 h; median GFP as percent of DMSO wells; GFP response vs DMSO, % at 10 µM; 320,000 tested, 0.34% active;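 active = GFP response vs DMSO above a set limit, about the screen mean plus 3 SD, cut at about 150% in these data; inconclusive = under 70 cell events counted for the yeast strain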
# RPL19A-GFP yeast: modulators of TOR pathway RPL19A-GFP in S. cerevisiae; S. cerevisiae RPL19A-GFP strain, flow cytometry, 3 h; active compounds read low; percent response vs DMSO, % at 10 µM; 330,000 tested, 0.3% active;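 active = percent response vs DMSO below 50%; inconclusive = fewer than 70 events counted for the yeast strain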;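 also: median channel GFP fluorescence of the barcoded RPL19A-GFP strain; ratio of sample median GFP to plate DMSO average so 100% = DMSO; lower means less RPL19A-GFP as with rapamycin TOR inhibition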
# MEP2 TOR yeast: yeast TOR pathway MEP2-GFP modulation. S. cerevisiae MEP2-GFP strain, flow cytometry GFP, 3 h; 100% = DMSO control level. GFP response vs DMSO, % at 10 µM. 330,000 tested, 0.51% active. AID 2016;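 active = GFP response versus DMSO above a set limit, roughly screen mean plus 3 SD, cut at about 180% in these data; inconclusive = fewer than 70 cells counted for a yeast strain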;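 also: median GFP fluorescence of the barcode-gated MEP2-GFP cells per well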
# CIT2 TOR yeast: alters CIT2-GFP fluorescence in TOR pathway yeast screen; S. cerevisiae CIT2-GFP strain, flow cytometry, 3 h; 100 means same as DMSO wells; GFP response vs DMSO, % at 10 µM; 320,000 tested, 0.065% active; AID 2029;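 active = GFP response relative to DMSO above a set limit, near the screen mean plus 3 SD, cut at about 150% in these data; inconclusive = Fewer than 70 cells measured for a yeast strain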;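 also: ratio of well median GFP fluorescence to mean of DMSO wells on the plate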
# * marks the source's active call; other numbers are inactive results; ? = inconclusive; . = not tested or not shown; & = joins results of further samples; [ ] = remark or other dose.
smiles	CR mimetic SO	AHR act	Efflux pump mplx	AGP1 TOR yeast	LAP4-GFP MLPCN	RPL19A-GFP yeast	MEP2 TOR yeast	CIT2 TOR yeast
COc1ccc(OC)c(-c2csc(NC(=O)Cc3ccccc3F)n2)c1	115	-15	0.1	99	99	98	99	92
COc1ccc(-c2csc(Nc3cccc(C)n3)n2)cc1	104	88*	0.3	95	82	109	108	110
CCC(C(=O)O)n1nnc(-c2ccc(OCc3ccccc3)c(OC)c2)n1 (stereo not drawn)	91	0	0.0	98	101	107	109	98
Cc1nnsc1NC(=O)OCc1ccc(C(C)(C)C)cc1	97	11	-0.2	106	103	101	118	111
O=C(CN1C(=O)COc2ccccc21)NCC1CCCO1 (stereo not drawn)	124	3	0.4	90	91	95	110	90
Cc1ccc(NC(=O)CNC(=O)c2ccco2)c(Cl)c1	119	9	0.3	98	103	102	104	103
COc1ccc(CCNC(=O)Cn2nnc(-c3cccs3)n2)cc1OC	98	0	-0.1	103	99	95	105	103
OCCN1CCN(c2ncnc3c2c(-c2ccccc2)cn3-c2ccc(F)cc2)CC1	89	0	-0.1	98	104	97	100	99
CC(C)[C@H](NC(=O)N1CC(=O)Nc2ccccc21)C(=O)N1CCC(C(=O)O)CC1	69	1	-0.2	107	100	99	106	107
CCCn1c(=O)c(C(=O)NNC(=O)c2cccc([N+](=O)[O-])c2)c(O)c2ccccc21	102	0	0.0	102	99	89	93	98
Cc1ccc(S(=O)(=O)Nc2cccc(C(=O)NCC3(N4CCCCC4)CCCCC3)c2)cc1F	99	0	0.0	101	101	94	100	94
COCCNC(=O)c1c[nH]c2ccc(S(=O)(=O)N3CCc4ccccc43)cc2c1=O	104	11	-0.1	113	100	104	111	126
O=[N+]([O-])c1ccc(Oc2cccc(Br)c2)c2ccncc12	88	31	-0.2	100	119	107	107	116
COc1ccccc1N1CCN(/N=C/c2cc(Br)ccc2F)CC1	105	-3	0.0	105	95	107	108	104
Cc1ccccc1N(C(=O)c1ccccn1)C(C(=O)NCc1ccccc1)c1ccncc1 (stereo not drawn)	103	1	0.2	92	92	102	100	96

# Pulled one by one from the entries so far, two records:
smiles	CR mimetic SO	AHR act	Efflux pump mplx	AGP1 TOR yeast	LAP4-GFP MLPCN	RPL19A-GFP yeast	MEP2 TOR yeast	CIT2 TOR yeast
CC(C)[C@H](NC(=O)N1CC(=O)Nc2ccccc21)C(=O)N1CCC(C(=O)O)CC1	69	1	-0.2	107	100	99	106	107
O=C(CN1C(=O)COc2ccccc21)NCC1CCCO1 (stereo not drawn)	124	3	0.4	90	91	95	110	90

# More results
smiles	CR mimetic SO	AHR act	Efflux pump mplx	AGP1 TOR yeast	LAP4-GFP MLPCN	RPL19A-GFP yeast	MEP2 TOR yeast	CIT2 TOR yeast
S=C(Nc1ccc(Cl)c(Cl)c1)N1CCOCC1	90	3	-0.3	91	83	98	95	95
CCOC(=O)c1cn2nc(Oc3ccccc3)ccc2n1	104	-1	0.1	87	91	89	85	93
O=C(COC(=O)c1cc(-c2ccccc2Cl)nc2ccccc12)Nc1ncc(C(F)(F)F)cc1Cl	91	6	0.0	105	95	105	101	109
Cc1onc(-c2ccccc2Cl)c1C(=O)Nc1ccc(Br)cc1	104	0	0.2	98	88	101	103	92
O=C(Nc1ccc(F)cc1)c1ccccc1F	100	29	0.1	81	75	119	90	85
CCN(CC)C(=O)C1CCCN(Cc2ccc3c(c2)OCO3)C1 (stereo not drawn)	102	0	0.1	97	98	99	105	99
CN(CCOc1ccccc1)CC(=O)Nc1ccc(S(=O)(=O)N2CCCC2)cc1	90	2	0.1	101	102	97	103	93
Cc1onc(-c2ccccc2)c1C(=O)N1CCN(c2ncccn2)CC1	103	1	0.1	97	109	96	93	96
CC1=C(C(=O)N2CCCCC2)C(c2cccs2)NC(=O)N1 (stereo not drawn)	105	9	0.0	.	85	101	87	99
N#CCCN(C(=O)COC(=O)CCC(=O)c1cccs1)c1ccccc1	107	2	-0.2	106	101	101	102	104
Cc1ccc[n+](C(C)C(=O)c2ccc(-c3ccccc3)cc2)c1 (stereo not drawn)	107	0	0.2	88	93	95	92	92
Cc1ccc(CN2CCC(n3nccc3NC(=O)CCOc3ccccc3)CC2)o1	101	0	-0.1	96	85	110	104	102
Cc1onc(-c2ccccc2)c1CNC(=O)C1COc2ccccc2O1 (stereo not drawn)	98	2	-0.1	108	109	106	122	105
COc1ccc(CNC(=O)CSc2nc3cccnc3s2)cc1	103	8	0.0	109	121	96	107	94
CCCn1nnnc1NC(=O)CSc1ccc(Cl)cc1	99	1	0.0	94	99	94	101	94
O=S1(=O)CCOC[C@H](CC2CCCCC2)N1Cc1ccccc1F	99	-1	0.0	80	125	89	83	92
CCCOc1ccc(C(=O)CCNc2cccc(Cl)c2)cc1	114	-1	0.0	98	103	95	105	91
CCCN(CC1CC1)C(=S)NC(=O)c1ccc(S(=O)(=O)N2CCOCC2)cc1	104	1	-0.3	91	96	91	104	90
O=C(NCCN1CCCOC1=O)C(=O)NCCN1CCCOC1=O	114	-2	-0.1	98	104	99	99	102
CC12CN(NC(=O)c3ccccc3F)C3(C#N)CC1CCC23C (stereo not drawn)	108	0	0.0	105	100	96	99	94
CCn1c(CSCc2ccc(Cl)cc2)nnc1SCC(=O)Nc1cccc(C(=O)O)c1	101	1	0.1	95	107	94	89	92
CCOc1ccc(C(=O)NCc2ccncc2)cc1	101	13	0.0	98	99	102	98	97
COc1ccc(Cl)cc1C(=O)N1CCN=C1SC	132	1	0.7	97	101	99	104	93
Cc1c(C(=O)NCCSCc2cccc(C(F)(F)F)c2)cnn1-c1ccc(Cl)cc1	102	-3	-0.1	104	118	98	103	83
Cc1ccc(N2CCN(C(=O)CCc3nc4ccccc4[nH]3)CC2)c(C)c1	100	0	0.0	93	99	93	89	86
NS(=O)(=O)c1ccc(CCNC(=O)c2cnc(Cl)c(Cl)c2)cc1	108	0	-0.2	95	82	94	97	88
CCCCCN(C(=O)CCC(=O)OCCOc1ccccc1Cl)c1c(N)n(CCCC)c(=O)[nH]c1=O	92	-2	0.0	110	112	100	93	92
Cc1ccc(NC(=S)NNC(C)(C)C)cc1	103	6	0.3	94	122	93	93	77
CN1CCN(c2nc3nonc3nc2N2CCN(C)CC2)CC1	104	-1	-0.1	96	98	100	100	106
C=CCNc1ncnc2c1[nH]c1ccc(Cl)cc12	92	110*	-0.1	114	88	105	101	93
O=C(CN1CCN(C2CCCCC2)CC1)c1ccc2cc[nH]c2c1	99	5	0.0	103	125	115	114	96
COc1ccc(N(CC(=O)NCC(C)C)S(=O)(=O)c2ccccc2)cc1	97	1	-0.3	100	107	92	107	100
COc1ccc(N/N=C(\C#N)C(N)=O)cc1	48*	6	0.1	110	165*	92	123	147
COCCCNc1nc2c(-c3ccc(Cl)cc3)nnn2c2ccccc12	88	40	-0.2	95	99	99	103	104
O=C(CSc1ccccc1F)NC(=O)NCc1ccco1	93	7	0.1	100	92	113	106	104
COc1ccc(-c2nc3ccccc3n2Cc2ccccc2)cc1	108	13	-0.1	112	105	104	103	104
O=C(COc1cccc2ccccc12)Nc1ccc(Cl)cc1C(=O)O	112	6	-0.1	104	96	102	111	.
CCOC(=O)c1sc(NS(=O)(=O)c2ccc(C)cc2)nc1C	102	-1	0.2	90	93	91	96	85
COc1ccccc1N1CCN(C(=O)CSc2ncccc2-c2nc3ccccc3[nH]2)CC1	99	9	0.0	117	118	86	117	103
O=[N+]([O-])c1ccc(/C=N/Nc2nc(-c3ccccc3)c3cc(Br)ccc3n2)o1	91	1	0.1	96	100	102	105	.
CCN(CC(=O)Nc1ccc(NC(C)=O)cc1)C(=O)C1CCC1	93	-3	0.0	108	102	101	97	98
CN(C)CC(C)(C)CNS(=O)(=O)c1ccc(Cl)c(Cl)c1	92&101	1&-1	0.1&0.1	106&93	107&96	97&93	92&98	93&91
COc1ccccc1-n1c(CCn2nc(C)c(Br)c2C)n[nH]c1=S	104	0	-0.2	102	91	104	102	102
CCn1c(C(=O)N2CCC(C(=O)NCCCSC3CCCCC3)CC2)cc2sccc21	86	0	-0.1	103	99	100	102	104
CC(=O)c1c(C(C)=O)c(C)n(-c2ccc(C(=O)O)cc2)c1C	102	0	-0.1	104	102	104	102	104
CC(Oc1ccccc1)C(=O)N1CCN(C(=O)C(C)Oc2ccccc2)CC1 (stereo not drawn)	97	-5	4.4	101	95	108	97	103
CCOC(=O)c1ccc(N2C(=O)CC(N3CCN(C(=O)c4ccco4)CC3)C2=O)cc1 (stereo not drawn)	101	4	-0.1	101	105	102	105	93
CCCC(=O)Nc1cc(C(F)(F)F)ccc1N1CCOCC1	94	-3	0.0	95	95	92	85	93
O=C(Cn1[nH]c(=O)c2ccccc2c1=O)OCC(=O)c1ccccc1	93	0	0.0	102	96	100	102	98
Cn1c(CN2CCOCC2)nnc1SCC(=O)Nc1ccc([N+](=O)[O-])cc1O	97	16	0.3	89	88	95	96	90
CCOc1cc(N2CCOCC2)c(OCC)cc1NC(C)C(=O)N1CCC(C)CC1 (stereo not drawn)	95	0	-1.0	100	92	102	103	108
O=S1(=O)CCO[C@H]2Cc3ccccc3[C@H]2N1Cc1ccc(Cl)cc1	110	3	0.1	94	110	96	99	80
CC(NC(=O)C12CC3CC(CC(C3)C1)C2)c1ccc(F)cc1 (stereo not drawn)	117	-1	0.3	94	87	105	104	95
Cc1ccccc1Cn1nc(C)c(NC(=O)c2noc3c2CCCC3)c1C	104	8	0.1	93	101	98	103	93
O=C(CCc1ccc(S(=O)(=O)N2CCOCC2)cc1)N/N=C/c1ccc(F)cc1F	90	4	0.0	102	97	104	100	99
CCOC(=O)c1c(C)[nH]c(C)c1C(=O)COC(=O)C1CCCN1S(=O)(=O)c1ccccc1F (stereo not drawn)	106	13	0.0	95	.	97	93	95
CCN(C(=O)c1ccc(NC(=O)Cc2ccccc2)cc1)c1ccccc1	103	.	0.0	87	68	106	96	96
Cc1ccc(OCC(=O)OCC(=O)Nc2ccc3c(c2)OCO3)cc1C	117	2	0.2	82	88	102	99	84
O=C(CNC(=O)c1ccco1)OCC(=O)c1ccc2c(c1)CCCC2	104	2	0.1	100	104	101	104	95
O=C(NCCc1ccc(F)cc1)C(=O)Nc1cc2c3c(c1)CC(=O)N3CCC2	108	2	-0.2	?	66[may fluoresce violet]	46*[may fluoresce violet]	118[may fluoresce violet]	?

# Other structures follow.
smiles	CR mimetic SO	AHR act	Efflux pump mplx	AGP1 TOR yeast	LAP4-GFP MLPCN	RPL19A-GFP yeast	MEP2 TOR yeast	CIT2 TOR yeast
COc1ccc(OCC(O)CN2C(=O)c3ccccc3S2(=O)=O)cc1 (stereo not drawn)	99	-5	0.0	96	104	96	107	103
CN1CCN(C(=O)N2c3ccccc3CCc3ccccc32)CC1	92	1	0.0	98	97	94	101	103
CCOC(=O)c1cnn(-c2nc(CC)nc3sc4c(c23)CCC4)c1N	80	0	0.0	107	112	98	106	113
O=C1CC(NS(=O)(=O)c2cccs2)CN1c1cccc(F)c1 (stereo not drawn)	89	1	0.0	112	106	102	99	83
O=C(/C=C/c1ccccc1Cl)NCCN1CCOCC1	86	3	-0.1	98	98	95	92	100
COc1cc(OC)nc(Oc2ccccc2C(=O)Oc2cccc(C)c2)n1	86	2	0.1	92	109	100	107	95
COc1ccc(NC(=O)CN2CCCC2c2cccs2)cc1S(=O)(=O)N1CCCCC1 (stereo not drawn)	105	0	0.1	101	109	96	101	97
